# Bioassay records deposited in PubChem BioAssay by several laboratories.
# STAT1 blocker – STAT1 signaling inhibitors, primary screen, cell-based, HTS, luciferase reporter; NIH 3T3 STAT1-luciferase reporter, IFN-gamma, luminescence; AID 920, 2007; inhibition, % at 5.5 µM; hit rate 0.35% among 200,000;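 active = inhibition above a set limit, the mean inhibition across all tested compounds plus 3 SD, cut at about 34% in these data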;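 note: 0% = IFN-gamma with DMSO and 100% = IFN-gamma with 300 µM nifuroxazide; values of inactives mirror those of a sister screen read the other way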
# NF-kB neuron act – activators of NF-kB expression in neurons, primary screen, cell-based, HTS; hit rate 1.6% among 190,000; AID 1239, 2008; fold change at 12.5 µM; human neuronal cells, NF-kB reporter expression; hits give high values; in the data active = fold change above about 3.3
# STAT1 activator – STAT1 signaling activators, primary screen, cell-based, HTS, luciferase reporter; NIH 3T3 STAT1-luciferase reporter, IFN-gamma, luminescence; 100% = IFN-gamma alone, no compound; hit rate 2.6% among 200,000; AID 932, 2007; activation (% of control), % at 5.5 µM;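 active = activation above the screen-wide mean activation plus 3 SD, cut at about 130% in these data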;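 note: raw ratio to IFN-gamma control signal so 100% means no change and 0% no light; values of inactives mirror those of a sister screen read the other way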
# ROMK mod – ROMK potassium channel modulators, primary screen, cell-based, thallium flux, MLSMR library; B-score at 10 µM; Tet-inducible ROMK, thallium flux fluorescence; actives lie on both sides; ATP-sensitive inward rectifier potassium channel 1 (Homo sapiens), P48048; hit rate 2% among 130,000;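 active = signal ratio slope over the read window, or its plate-corrected B-score, at least 3 SD from the plate mean, either direction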;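 note: B-score of the F/F0 ratio slope over 7 to 12 s after thallium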
# Target sequence (P48048 whole entry, looked up): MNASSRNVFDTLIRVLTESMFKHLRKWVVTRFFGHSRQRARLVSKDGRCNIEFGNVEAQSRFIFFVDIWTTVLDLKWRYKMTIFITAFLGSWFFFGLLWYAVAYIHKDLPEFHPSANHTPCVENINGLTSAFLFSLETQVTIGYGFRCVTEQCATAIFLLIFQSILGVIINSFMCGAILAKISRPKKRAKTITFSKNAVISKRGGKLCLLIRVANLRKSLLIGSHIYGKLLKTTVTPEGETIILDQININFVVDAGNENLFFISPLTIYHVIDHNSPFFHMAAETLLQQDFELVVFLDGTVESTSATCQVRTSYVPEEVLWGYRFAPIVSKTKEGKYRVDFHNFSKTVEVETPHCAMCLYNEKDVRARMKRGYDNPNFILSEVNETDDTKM
# STAT3 blocker – IL-6 driven STAT3 reporter inhibitors, primary screen, U3A cells, luciferase, luminescence, MLSCN library | IL-6 STAT3-luciferase reporter; host cell line lacks STAT1 | inhibition, % at 5.5 µM | hit rate 0.89% among 190,000 | AID 862, 2007;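 active = inhibition above the mean inhibition across all screened compounds plus 3 SD, cut at about 44% in these data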;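 note: 0% = DMSO only wells and 100% = 100 µM nifuroxazide control wells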
# APP 5'UTR act – activators of APP 5'UTR luciferase reporter, primary screen, SH-SY5Y cells | hit rate 1% among 190,000 | activation, % at 2 µM | SH-SY5Y APP 5'UTR luciferase reporter, luminescence; zero percent = DMSO vehicle wells;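 active = activation above a set limit, based on mean plus 3 SD of controls, cut at about 140% in these data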; note: values of inactives mirror those of a sister screen read the other way
# FLuc inhib CS – firefly luciferase enzyme inhibitors, primary screen, artefact control for luciferase-based inhibitor screens, biochemical, luminescence, ATPLite; Luciferin 4-monooxygenase (Photinus pyralis), P08659; 10 min; inhibition, % at 10 µM; hit rate 1.5% among 200,000; AID 1006, 2008;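 active = inhibition above about 50% when tested at 10 µM, limit read from the data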
# Target sequence (P08659 whole entry, looked up): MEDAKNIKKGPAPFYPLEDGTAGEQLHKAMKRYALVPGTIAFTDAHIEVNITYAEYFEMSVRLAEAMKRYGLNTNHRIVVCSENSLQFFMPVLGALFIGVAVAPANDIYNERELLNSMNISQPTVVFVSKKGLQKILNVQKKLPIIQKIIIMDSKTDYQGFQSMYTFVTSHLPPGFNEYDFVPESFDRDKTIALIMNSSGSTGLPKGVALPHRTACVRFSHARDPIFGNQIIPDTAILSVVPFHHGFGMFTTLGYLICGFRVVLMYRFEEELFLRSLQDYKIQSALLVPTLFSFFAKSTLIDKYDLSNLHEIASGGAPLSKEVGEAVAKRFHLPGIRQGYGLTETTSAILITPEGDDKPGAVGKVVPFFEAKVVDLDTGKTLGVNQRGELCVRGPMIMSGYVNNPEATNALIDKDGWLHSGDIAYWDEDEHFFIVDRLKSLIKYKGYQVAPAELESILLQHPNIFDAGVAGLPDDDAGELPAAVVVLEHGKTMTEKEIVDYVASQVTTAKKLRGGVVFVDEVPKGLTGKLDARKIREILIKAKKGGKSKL
# FLuc act counter – FLuc activators, initial screening, artefact control for FLuc-dependent activation tests, biochemical, ATPlite luminescence; Luciferin 4-monooxygenase (Photinus pyralis), P08659; ATPlite luciferase biochemical, 10 min; 0 = ATP-free wells, 1 = DMSO control; activation factor at 10 µM; 200,000 tested, under 10 active; AID 1027, 2008;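 active = luciferase activation factor, scaled between plate controls, of at least 2 with compound at 10 µM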
#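 Assay system: Luciferase/luciferin reagent mix; Medium: PBS as buffer for the ATP substrate; Dosing: test compounds dosed from 2 mM stocks in 100% DMSO; Times: 10 min, room temperature; Signal: luminescence from luciferase reaction; Read-out: luciferase activation; Controls: No-ATP low control, compound-free enzyme-plus-ATP high control.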
# STAT3 act – IL-6 driven STAT3 reporter potentiators, primary screen, U3A cells, luciferase, luminescence, MLSCN library; activation (% of control), % at 5.6 µM; IL-6 STAT3-luciferase reporter; 100% = signal with IL-6 EC80 alone; hit rate 0.91% among 190,000;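 active = activation above the screen-wide mean of compound activation plus 3 SD, cut at about 130% in these data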;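 note: 0% = background luminescence of wells with medium and substrate only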
#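 System – human U3A cells carrying STAT3-luciferase construct · Probe or stimulus – Interleukin-6, 33 ng/mL · Schedule – compound 1 h, then IL-6 6 h at 37 °C · Signal – luminescence from STAT3-driven luciferase reporter · Evaluation – percent of IL-6-only median luminescence · Benchmarks – IL-6-only high control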
# APP transl inh – inhibitors of APP translation via 5'UTR reporter, primary screen, APP 5'UTR luciferase, SH-SY5Y cells; SH-SY5Y APP 5'UTR-luciferase reporter, luminescence; hit rate 0.82% among 190,000; inhibition, % at 2 µM;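 active = inhibition above a set limit, derived from the sample mean plus 3 SD, cut at about 45% in these data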; note: values of inactives mirror those of a sister screen read the other way
# Starred values were filed as active, the others as inactive; nt = not tested or not shown.
SMILES,STAT1 blocker,NF-kB neuron act,STAT1 activator,ROMK mod,STAT3 blocker,APP 5'UTR act,FLuc inhib CS,FLuc act counter,STAT3 act,APP transl inh
O=C(CS(=O)(=O)Cc1ccccc1)N1CCN(C(=O)c2ccco2)CC1,2,0.97,98,0.35,15,-20,-8,1.1,89,20
CCN(CC)S(=O)(=O)c1cccc(C(=O)N/N=C(\C)c2ccc(O)cc2O)c1,-5,1.1,102,1.6,2,-44,-4,1,102,44
CC(c1nnc(SCC(=O)N2CC(=O)Nc3ccccc32)n1Cc1ccccc1)N(C)C (configuration not stated),3,0.97,98,nt,9,4,3,1,96,-4
COCCNC(=O)c1ccccc1NC(=O)c1ccccc1N(C)S(C)(=O)=O,-8,1.1,107,-0.15,-4,-7,-1,1,101,7
Cc1cc(C)cc(N(C(=O)c2csnn2)C(C(=O)NC(C)(C)C)c2ccncc2)c1 (configuration not stated),-3,1.2,102,-0.49,0,14,0,1,103,-14
Cc1ccc(Nc2c([N+](=O)[O-])ccc3c2=NC2(CCCCC2)N=3)cc1,-2,1.3,102,-0.1,-20,12,2,1,125,-12
COc1ccc(C)cc1N(CC(=O)Nc1cccnc1)S(=O)(=O)c1ccc(C)cc1,-2,1.8,100,-1.3,-1,17,-8,1.1,103,-17
CCNC(=O)NC(=O)C(C)OC(=O)CNS(=O)(=O)c1c(Cl)cc(Br)cc1Cl (configuration not stated),-7,1,106,-0.8,6,10,-9,1.1,96,-10
CCCCNC(=O)CCCCC(=O)N/N=C/c1ccccc1Cl,3,0.79,98,-0.15,4,-19,-3,1,97,19
Cc1ccc2oc(-c3cccc(NC(=O)/C=C/c4cccc([N+](=O)[O-])c4)c3C)nc2c1,-40,0.95,136*,nt,6,90,20,0.8,100,-90
CCN(CC)CCn1c(=N)n(CC(O)c2ccc(OC)c(OC)c2)c2ccccc21 (configuration not stated),-5,0.83,104,0.029,-2,12,0,1,109,-12
O=C(COc1ncnc2ccc(Br)cc12)Nc1ccc(N2CCOCC2)cc1,2,1,98,-1.2,-1,2,-6,1.1,103,-2
Cc1nc(NC(=O)/C=C/c2ccccc2)sc1C(=O)Nc1ccc(Cl)cc1,7,1.6,93,nt,12,-9,-8,1.1,95,9
CC1(C)CC(=O)c2cc(OCC(=O)NCCCN3CCN(c4ccc(F)cc4)CC3)ccc2O1,1,0.7,99,-0.67,23,-17,-7,1.1,86,17
Cc1cc(O)c(NC(=O)c2ccco2)cc1C,-2,1.6,101,nt,-4,17,15,0.9,106,-17
O=c1ncn(-c2ccccc2F)c2ncccc12,4,1.1,96,-0.51,4,7,-2,1,103,-7
COC(=O)Cn1c(=N)n(CCN2CCCCC2)c2ccccc21,0,1.2,100,nt,2,-6,-10,1.1,103,6
CCOC(=O)N1CCN(Cc2cn3ccccc3n2)CC1,4,1.1,96,1.1,7,-8,-6,1.1,100,8
N#CCC(CNc1ncc(C(F)(F)F)cc1Cl)OC(=O)c1c(F)cccc1F (configuration not stated),-2,nt,102,nt,-3,nt,nt,nt,107,nt
CC1(C)OC(=O)N(c2ccccc2)C12C=Cc1cc(Br)ccc1O2 (configuration not stated),5,0.79,96,0.14,-9,10,2,1,104,-10
Cc1ccc(C)c(/C=C/C(=O)c2ccccc(=O)c2O)c1,25,1,76,-2.1,0,-38,-2,1,101,38
Clc1cccc(-c2nnc(SCc3nc4ccccc4[nH]3)n2Cc2ccco2)c1,30,0.52,72,nt,8,16,-7,1.1,95,-16
CCc1ccc(-c2nc(C(N)=O)c3[nH]c(=O)n(-c4ccccc4OC)c3n2)cc1,-13,1.2,112,nt,2,-95,-4,1,102,95*
CC1(C)Cc2c(c(N3CCCC3)nc3sc4c(N5CCN(CCO)CC5)ncnc4c23)CO1,-4,0.4,104,nt,-16,-7,0,1,120,7
O=C(/C=C/c1ccc(OCCCF)cc1)Nc1ccnc(-c2ccncc2)n1,7,0.49,93,0.49,28,14,19,0.8,79,-14
C/C(=N\Nc1nc(N2CCOCC2)nc(N2CCOCC2)n1)c1cccc([N+](=O)[O-])c1,-3,0.43,100,-1.2,-4,-5,3,1,109,5
CCOC(=O)N1CCN(C(=O)CNC(=O)Cn2cnc3ccccc3c2=O)CC1,-2,1.6,101,0.48,6,3,-8,1.1,97,-3
COc1cc(/C=N/NC(=O)c2cccc([N+](=O)[O-])c2)ccc1OCc1ccccc1,-2,1.2,102,nt,19,14,1,1,89,-14
CCOC(=O)c1[nH]c2cc3c(cc2c1NC(=O)CN1CC(C)CC(C)C1)OCO3 (configuration not stated),-1,1.1,101,0.22,-11,0,-9,1.1,112,0
CCCc1nc2oc3c(NCCOCCO)ncnc3c2c2c1COC(C)(C)C2,-7,0.43,105,nt,6,-7,-6,1.1,100,7
Cc1c(C(=O)NCC2CCCO2)oc2ccc(S(=O)(=O)N3CCCCC3)cc12 (configuration not stated),2,0.88,98,0.89,1,16,1,1,99,-16
Cc1ccc(-c2csc(N(CCc3ccccc3)C(=O)COc3ccccc3)n2)cc1,-5,1,105,nt,-2,6,-4,1,104,-6
COc1ccc(-c2cc(C(=O)OCC(=O)NC(C)(C)C)c3ccccc3n2)cc1,-1,0.86,101,-0.35,20,18,28,0.7,86,-18
CC(C)(C)[C@H]1C=C(C(=O)N2CCN(Cc3ccc4c(c3)OCO4)CC2)O[C@@H](OCc2ccc(CO)cc2)C1,-2,0.75,103,nt,nt,-19,-1,1,nt,19
O=C(Nc1ccccc1F)c1cc2nc(C(F)F)cc(C(F)F)n2n1,-21,1.6,117,nt,17,26,-1,1,88,-26
Cc1ccc(-c2nn(-c3ccccc3)cc2C(=O)N2CCOCC2)cc1C,-4,1.2,103,-0.51,9,8,-4,1,98,-8
O=C(NC1CC2CCC(C1)N2C(=O)NC1CCCCC1)NC12CC3CC(CC(C3)C1)C2 (configuration not stated),9,1,90,nt,3,-5,-11,1.1,103,5
CCCNC(=O)C(=O)NCCC1=CCCCC1,-8,1.4,107,nt,-4,8,-2,1,104,-8
COc1cc2[nH]c(=O)n(CCCCCC(=O)NCCCN3CCOCC3)c(=O)c2cc1OC,5,0.83,96,nt,16,20,-5,1.1,91,-20
O=C(O)CNS(=O)(=O)c1ccc(C2CCCCC2)cc1,-9,1,106,-0.29,12,10,-2,1,98,-10
C/C(=N\NC(=S)Nc1ccc(C)cc1)c1cccc(N)c1,-10,1.4,109,0.26,0,15,-4,1,103,-15
COc1ccc(C(=O)c2sc3nc(-c4ccccc4)ccc3c2N)cc1,-9,1,108,0.17,-2,-5,-4,1,100,5
CCCCn1c(=O)n(CC(=O)Nc2ccc(OC)c(Cl)c2)c(=O)c2c1nc(CO)n2CCC,5,0.88,95,-0.64,3,-1,-2,1,98,1
COc1ccc(CCNC(=O)CSc2nc(-c3ccco3)cc(C(F)(F)F)n2)cc1,-3,1,101,nt,0,-5,-7,1.1,104,5
CC1(C)CC(=O)C2=C(C1)NC(=O)CC2c1cc2c(cc1Br)OCO2 (configuration not stated),8,0.92,93,-0.51,8,-7,-6,1.1,97,6

# Full records, quoted from the list:
# `COc1ccc(-c2cc(C(=O)OCC(=O)NC(C)(C)C)c3ccccc3n2)cc1` is listed as STAT1 blocker = -1; NF-kB neuron act = 0.86; STAT1 activator = 101; ROMK mod = -0.35; STAT3 blocker = 20; APP 5'UTR act = 18; FLuc inhib CS = 28; FLuc act counter = 0.7; STAT3 act = 86; APP transl inh = -18
# `COc1ccc(C(=O)c2sc3nc(-c4ccccc4)ccc3c2N)cc1` is listed as STAT1 blocker = -9; NF-kB neuron act = 1; STAT1 activator = 108; ROMK mod = 0.17; STAT3 blocker = -2; APP 5'UTR act = -5; FLuc inhib CS = -4; FLuc act counter = 1; STAT3 act = 100; APP transl inh = 5

# More structures.
SMILES,STAT1 blocker,NF-kB neuron act,STAT1 activator,ROMK mod,STAT3 blocker,APP 5'UTR act,FLuc inhib CS,FLuc act counter,STAT3 act,APP transl inh
COc1ccc(-n2c3c(c(=O)[nH]c2=O)C(NC(=O)c2ccncc2)(C(F)(F)F)C(=O)N3)cc1 (configuration not stated),5,0.8,94,0.96,23,24,-3,1,88,-24
CCc1ccc(N(C)S(=O)(=O)c2ccc3[nH]cc(C(=O)NCCN4CCOCC4)c(=O)c3c2)cc1,1,0.86,99,0,0,15,-2,1,97,-15
O=C(OCCN1CCOCC1)c1cccs1,1,1.3,99,1.5,3,1,-9,1.1,98,-1
CC(=O)c1c(C)[nH]c(C(=O)NCc2ccc(F)cc2)c1C,6,1.2,96,-0.83,16,-8,-8,1.1,91,8
Cc1ccc(C(=O)NCCCn2ccnc2)cc1[N+](=O)[O-],5,1.1,96,0.33,-1,-9,-2,1,108,9
Cc1ccc(OCC(=O)N2N=C(C(F)(F)F)CC2(O)C(C)(C)C)cc1C (configuration not stated),7,1.8,94,-1.8,-10,-7,-9,1.1,113,7
COC(=O)C1=C(C)N=c2s/c(=C/c3cccs3)c(=O)n2C1c1ccc(F)cc1 (configuration not stated),4,1.1,98,-0.2,22,13,-6,1.1,83,-13
Nc1nc(SCc2ccc(Cl)cc2)ns1,-21,1.5,119,1.7,-8,-2,1,1,107,2
COc1ccc(CC2(CO)CCN(Cc3cccc4nccnc34)CC2)cc1,0,1,99,nt,10,13,-4,1,93,-13
OCCN1CCN(C(=S)NCCc2ccccc2)CC1,-2,1.3,102,nt,3,17,0,1,104,-17
CCc1ccccc1NC1=NCC(=O)N1C1CCCC1,10,1.2,91,-0.11,-1,3,-7,1.1,103,-3
Cc1c(Cl)cccc1NC(=S)NCC1COc2ccccc2O1 (configuration not stated),-4,0.93,103,-1.2,-1,12,-4,1,103,-12
CN(Cc1ccccc1)C(=O)CCc1ccccc1,-5,0.9,104,nt,0,3,-11,1.1,102,-3
Cc1ccc(NC(=S)NCc2ccccc2)cc1[N+](=O)[O-],7,1.9,93,nt,-4,1,-3,1,100,-1
O=[N+]([O-])c1c(Nc2ccc(O)cc2)cc(N2CCOCC2)c2nonc12,-8,1.2,107,nt,-11,3,3,1,111,-3
Cn1c(N/N=C/c2cc3ccccc3nc2Cl)nc2ccccc21,-1,1.1,101,-2.7,53*,121,96*,0,56,-121
O=C(CN1CCC(n2nnc3cc(F)ccc32)CC1)NC1CC1,-3,1,104,nt,13,19,-5,1.1,94,-19
Cn1c(SC2CCCCC2=O)nnc1-c1ccccc1F (configuration not stated),-5,1.3,103,-0.038,16,-11,1,1,95,11
Cc1cc(Nc2c(C)n(C)n(-c3ccccc3)c2=O)n2c(nc3ccccc32)c1C#N,6,1,94,-0.64,9,-4,1,1,92,4
Cc1ccc(C2C(=O)N(C3CCCC3)CC(=O)N2CC2COc3ccccc3O2)cc1 (configuration not stated),8,0.72,93,-3,9,0,-4,1,100,0
